Screening data: PubChem BioAssay, several laboratories
HTR5A inv ctr = HTR5A inverse agonism, opioid heterodimer counter-screen. P47898. 340,000 tested, 0.083% active. inhibition, % at 9.3 µM. HTR5A cell line, luminescence; in the data active = inhibition mostly above about 23%, no sharp cut-off; inactive = mostly below about 18%;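 note: 0% = cells with DMSO and 100% = no-cell wells with DMSO; some compounds called inactive have numbers as strong as hits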
Target sequence (P47898 whole entry, looked up): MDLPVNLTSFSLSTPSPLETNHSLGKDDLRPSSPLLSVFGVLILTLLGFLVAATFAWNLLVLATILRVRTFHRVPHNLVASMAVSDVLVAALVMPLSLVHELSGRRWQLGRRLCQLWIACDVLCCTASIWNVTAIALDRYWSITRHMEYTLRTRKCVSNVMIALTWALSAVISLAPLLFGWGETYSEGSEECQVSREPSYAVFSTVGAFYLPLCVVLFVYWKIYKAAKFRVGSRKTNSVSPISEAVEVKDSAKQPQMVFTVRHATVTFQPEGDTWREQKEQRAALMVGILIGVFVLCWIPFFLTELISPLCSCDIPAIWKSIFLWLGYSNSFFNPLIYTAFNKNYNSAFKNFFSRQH
phage Ecoli inh = E. coli growth loss with phage present. growth absorbance. inhibition, % at 11.9 µM. 360,000 tested, 0.26% active; in the data active = inhibition above about 11%
E coli growth = bacterial growth inhibition, counter-screen for AddAB inhibitors; inhibition, % at 11.9 µM; 330,000 tested, 0.27% active; E. coli V3065 growth, OD600 absorbance, 18 h;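 active = inhibition above the campaign's mean inhibition across all tested compounds plus 3 SD, cut at about 9.9% in these data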;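 note: uninfected addAB+ strain grown without phage in ampicillin broth; 0% = DMSO wells and 100% = ciprofloxacin 0.95 µg/ml wells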
PfHsp90 yeast 2 = reduces growth (ATP signal) of yeast expressing P. falciparum Hsp90 | 310,000 tested, 0.32% active | inhibition, % at 9.4 µM | S. cerevisiae expressing PfHsp90, BacTiter-Glo ATP, 48 h; yeast lacking PDR1 and PDR3 efflux regulators;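 active = every replicate shows inhibition above about 80%, whatever the replicate mean, limit read from the data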;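 note: 0% = DMSO neutral controls and 100% = 20 µM radicicol positive controls; yeast relying on Plasmodium falciparum Hsp90 in place of its own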
MOR-DOR inv ag = inverse agonist of human OPRM1-OPRD1 heterodimerization; inhibition, % at 9.3 µM; AID 504357; cell-based MOR-DOR heterodimer luminescence, inverse agonism; 340,000 tested, 0.21% active; P35372+P41143; in the data active = inhibition above about 22%, passing the limit was not always enough;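 note: 0% = cells with DMSO and 100% = wells without cells with DMSO; values of inactives mirror those of a sister screen read the other way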
HTR5A ag ctr = HTR5A agonism, opioid heterodimer counter-screen; P47898; HTR5A agonist assay, luminescence, cell-based; activation, % at 9.3 µM; 340,000 tested, 0.61% active; AID 504692; in the data active = activation mostly above about 9.5%, no sharp cut-off; inactive = mostly below about 7.6%;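 note: 0% = cells with vehicle only and 100% = reference agonist; strong numbers were not always called active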
MOR-DOR ag = agonists of human mu-delta opioid receptor heterodimerization; P35372+P41143; cells, OPRM1-OPRD1 heterodimerization, luminescence; activation, % at 9.3 µM; 340,000 tested, 0.3% active; in the data active = activation above about 18%;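 note: 0% = vehicle-treated cells and 100% = reference agonist; values of inactives mirror those of a sister screen read the other way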
Pemphigus Ab inh = human desmoglein-3 autoantibody binding inhibition. P32926. DSG3-coupled beads, scFv-anti-DSG3-GFP binding, flow cytometry; stronger effect = lower value. binding (percent of control), % at 10 µM. 310,000 tested, 0.48% active. AID 588358;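 active = binding more than 3 SD below its plate's average and above zero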;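 note: hits lower antibody fragment binding to DSG3; some compounds called inactive have numbers as strong as hits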
PKA-R1A act = activators of PKA-R1A complex; AID 504707; activation, % at 11.4 µM; PKA-R1A dissociation, Cy5-IP20 fluorescence polarization; scaled: DMSO 0%, 113 µM cGMP 100%; 340,000 tested, 0.083% active;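 active = percent activation above the mean of all tested compounds plus 3 SD, cut at about 19% in these data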;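 note: higher means more PKAc released from R1A so a rise in polarization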
SUMO Mot1 rescue = SUMOylation pathway inhibition by Mot1-301 growth rescue; S. cerevisiae Mot1-301 growth rescue, ATP luminescence, 38.5C; percent above DMSO median, 100 means doubled; 320,000 tested, 1% active; growth rescue, % at 18.8 µM;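 active = every valid replicate shows activation above 250% relative to neutral control wells; inactive = the rest, any valid replicate at or below 250%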;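 note: OY570 slx delta 5 strain wells were the positive control but not used for scaling; some compounds called inactive have numbers as strong as hits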
AddAB inh = less growth of phage-infected E. coli with AddAB. E. coli expressing H. pylori AddAB, absorbance growth. inhibition, % at 11.9 µM. 330,000 tested, 0.29% active. AID 435030; in the data active = inhibition above about 12%;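 note: 0% = vehicle wells of infected cells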
An asterisk follows results filed as active; . = no result given. Rows were taken by chance (roughly 3.2% active in at least one column).

Start of the data: the first 5 records (preview)
SMILES	HTR5A inv ctr	phage Ecoli inh	E coli growth	PfHsp90 yeast 2	MOR-DOR inv ag	HTR5A ag ctr	MOR-DOR ag	Pemphigus Ab inh	PKA-R1A act	SUMO Mot1 rescue	AddAB inh
O=[N+]([O-])c1ccc(C(O)CN2CCN(C/C=C/c3ccccc3)CC2)cc1 (configuration not stated)	-5	0.2	0.5	5	16	1	-3.5	102	-2	106	3.2
Cc1ccc(NC(=O)c2c(C)nc3sc(C(=O)NC4CCCC4)c(N)c3c2-c2ccco2)c(C)c1	3	2.9	-0.6	-39	15	0	-3.0	80	-5	9	-0.7
COc1ccc(C2CC(=O)C3=C(C2)Nc2ncnn2C3c2ccccc2)cc1 (configuration not stated)	3	1.1	-1.6	-23	7	0	-1.7	104	-4	0	3.0
Cc1ccc(S(=O)(=O)N2CCOCC2)cc1C(=O)OCC(=O)N1CCCC1=O	-6	1.7	-1.5	-12	11	2	-2.2	.	-6	13	1.2
Cc1ccn2c(/C=N/OCc3ccc(F)cc3)c(-c3ccc(Cl)cc3)nc2c1	5	0.8	2.0	-6	-9	-3	2.2	116	-4	-17	4.4

The listing, from the first entry:
SMILES	HTR5A inv ctr	phage Ecoli inh	E coli growth	PfHsp90 yeast 2	MOR-DOR inv ag	HTR5A ag ctr	MOR-DOR ag	Pemphigus Ab inh	PKA-R1A act	SUMO Mot1 rescue	AddAB inh
O=[N+]([O-])c1ccc(C(O)CN2CCN(C/C=C/c3ccccc3)CC2)cc1 (configuration not stated)	-5	0.2	0.5	5	16	1	-3.5	102	-2	106	3.2
Cc1ccc(NC(=O)c2c(C)nc3sc(C(=O)NC4CCCC4)c(N)c3c2-c2ccco2)c(C)c1	3	2.9	-0.6	-39	15	0	-3.0	80	-5	9	-0.7
COc1ccc(C2CC(=O)C3=C(C2)Nc2ncnn2C3c2ccccc2)cc1 (configuration not stated)	3	1.1	-1.6	-23	7	0	-1.7	104	-4	0	3.0
Cc1ccc(S(=O)(=O)N2CCOCC2)cc1C(=O)OCC(=O)N1CCCC1=O	-6	1.7	-1.5	-12	11	2	-2.2	.	-6	13	1.2
Cc1ccn2c(/C=N/OCc3ccc(F)cc3)c(-c3ccc(Cl)cc3)nc2c1	5	0.8	2.0	-6	-9	-3	2.2	116	-4	-17	4.4
O=C1COc2ccc(-c3csc(=Nc4ccc(OC(F)F)cc4)n3CC3CCCO3)cc2N1 (configuration not stated)	9	-0.9	-2.0	.	-9	3	2.0	103	-2	173	3.9
Cc1[nH]c2ccccc2c1/C=N/NC(=O)CCC(=O)Nc1ccccc1	-7	4.0	0.5	-25	11	2	-2.1	146	-1	26	2.6
O=C(c1cccc([N+](=O)[O-])c1)N1CCc2ccccc21	1	-1.3	0.2	-4	5	0	-1.1	114	-5	9	5.0
COC(=O)c1sc2ccc(C)cc2c1C(=O)OC	-36	-2.7	0.0	18	24	-1	-4.5	103	-1	3	1.7
CN(CC(=O)Nc1ccc(F)c(F)c1F)C(=O)c1ccc(=O)[nH]c1	12	1.8	1.4	-25	13	1	-2.5	95	-3	-18	2.1
COc1cccc(NC(=S)N(Cc2ccc(Cl)cc2)Cc2ccc(C(=O)O)cc2)c1	-12	2.2	-0.1	-10	11	4	-2.1	101	-1	-10	0.1
COc1cccc(CN2C(=O)CCC2(C)C(=O)NCCc2ccc(OC)c(OC)c2)c1 (configuration not stated)	2	2.7	-0.1	6	14	-1	-3.0	112	-4	-13	2.1
O=C(Nc1ccccc1Cl)N1CCN(Cc2ccc3c(c2)OCO3)CC1	-1	5.2	0.6	-7	12	0	-2.5	101	1	1	-0.7
O=C(/C=C/c1ccccc1Cl)Nc1ccc(S(=O)(=O)Nc2ncccn2)cc1	14	3.7	0.8	-33	6	1	-1.1	110	-1	3	-0.3
c1ccc(-c2csc3ncnc(NCc4ccccn4)c23)cc1	-5	-2.3	-1.1	21	3	0	-0.5	.	3	-9	-1.5
Cn1nc(C(=O)OCC(=O)NC2CCS(=O)(=O)C2)c2ccccc2c1=O (configuration not stated)	-17	0.6	-1.9	5	1	-2	-0.3	83	-1	-10	-0.3
Cc1cc(C)cc(N(CC(=O)NC2CCCC2)S(=O)(=O)c2c(C)[nH]c(=O)[nH]c2=O)c1	-2	1.2	0.3	10	5	-1	-0.9	87	-8	-4	-0.2
Cc1ccc(NS(=O)(=O)c2ccc3c(c2)CCN3C(=O)CCC(=O)O)cc1Cl	9	-0.2	0.4	4	17	-3	-3.7	104	1	-3	-0.4
COc1cccc(-n2cnnc2SC(C)C(=O)NC2CCCC2)c1 (configuration not stated)	8	-1.5	-2.0	.	5	0	-1.3	101	5	79	0.4
Cc1cccc(N2CCN(C(=O)CSCc3c(C)noc3C)CC2)c1C	-17	.	-1.0	-7	-2	7	0.4	102	-4	4	1.7
COc1ccc2c(c1)N(C)/C(=C1/SC(=S)N(NC(C)=O)C1=O)S2	0	-0.8	1.1	-11	10	0	-2.0	125	0	9	1.7
COc1ccc(N=C2NC(=O)CS2)c([N+](=O)[O-])c1	4	1.7	-1.8	.	-1	-1	0.1	82	-3	-2	2.0
Cc1ccc(C)c(NC(=O)Cn2cnc3c(oc4ccccc43)c2=O)c1	-7	-0.4	-2.3	10	13	3	-2.5	101	0	41	3.3
Cn1c(=O)cc(OCC(=O)NCCCN2CCN(Cc3ccccc3)CC2)c2ccccc21	10	3.0	0.0	-9	12	-4	-2.4	111	-1	123	4.6
CCN(c1ccc(OCC(=O)OCC(=O)Nc2ccc(F)c(F)c2F)cc1)S(=O)(=O)c1ccccc1	-9	.	0.7	24	15	3	-2.5	98	-4	-7	3.5
Cc1ccc(C(=O)Nc2cccc(C(=O)NC3CCCC3)c2)cc1	-19	0.9	2.4	-1	22	8	-4.2	114	-8	16	0.0
COc1ccc(C)c2sc(=NC(=O)C(C)C)n(C)c12	-10	3.3	1.4	-5	12	0	-2.3	78	-8	-10	-3.4
CC(=O)Nc1ccc(NC(=O)C(C)n2nc(C)c([N+](=O)[O-])c2C)cc1 (configuration not stated)	5	5.6	-0.7	28	17	-3	-3.3	93	-11	1	0.3
COc1ccc(-c2nc(CS(=O)CC(=O)NCc3cccnc3)c(C)o2)cc1OC (configuration not stated)	-6	1.1	2.2	-2	5	-2	-0.8	103	-4	3	3.2
CCN1CCN(C(=O)CN(C)S(=O)(=O)c2ccc3ccccc3c2)CC1	5	4.4	0.1	-8	0	-2	0.0	100	-2	-4	2.1
CCOC(=O)C1=C(c2cccc(Oc3ccccc3)c2)NC(=S)NC1C (configuration not stated)	-12	1.7	-0.6	-8	1	5	-0.3	109	-6	-8	5.6
Cc1oc(-c2cccc(C(F)(F)F)c2)nc1CN1CCC[C@H]1CO	9	1.3	1.2	19	1	-3	-0.1	107	-1	-2	-1.4
COc1ccccc1C(CC(=O)c1ccccc1)CC(=O)c1ccccc1	8	5.0	0.6	-10	-30	-3	5.3	103	-7	-17	3.0
Cc1nc(CNC(=O)CC2C(=O)NCCN2Cc2ccoc2)nc2c1CCCC2 (configuration not stated)	-10	1.8	0.0	-16	22	-6	-4.3	98	-6	141	3.7
CCN(CC)S(=O)(=O)c1ccc2oc(C(=O)O)c(C)c2c1	-11	2.2	-0.1	.	8	11	-1.8	100	4	24	1.9
O=C(Cc1cccc(F)c1F)NC1CCCN(Cc2ccc(Cl)cc2)C1 (configuration not stated)	0	0.2	1.8	-13	6	0	-1.2	109	5	4	0.6
O=C(CCn1c(SCC(=O)c2ccccc2)nc2ccccc2c1=O)NCc1ccc(F)cc1	-1	0.3	-2.2	-9	20	-1	-4.1	103	-10	0	-0.2
CCOC(=O)CSc1nc2ccc(N)cc2s1	-12	1.5	1.1	-7	5	4	-0.9	102	5	178	0.8
CCOC(=O)c1cc(C(=O)c2cc(Cl)ccc2O)coc1=N	0	4.0	-3.0	12	13	0	-2.2	106	-6	7	-0.3
COc1ccc(C(=O)CSc2cc(C)[nH]c(=O)n2)cc1	-9	-0.6	-1.5	-4	9	2	-1.8	132	-4	-19	2.7
O=C(Nc1ccon1)c1nc[nH]c1C(=O)NCc1ccccc1	2	1.4	-0.8	-11	-7	-4	1.4	100	-1	16	-1.0
CCOC(=O)CCc1cccc2c1CCC2=O	-18	0.9	0.9	-4	15	6	-2.8	101	-5	27	2.9
N#Cc1ccccc1S(=O)(=O)N1CCC(C(=O)NCc2ccccc2CN2CCCC2)CC1	15	0.0	3.3	2	6	-4	-1.2	105	-6	9	3.4
COc1cc(/C=N/NC(=O)C2c3ccccc3Oc3ccccc32)ccc1O	21	1.7	-0.7	-13	7	-8	-1.4	102	-6	-5	1.2
COCCNc1nc2c(S(=O)(=O)c3cc(C)ccc3C)nnn2c2ccccc12	16	2.2	-0.9	.	10	2	-1.6	85	-6	9	-1.4
CCOC(=O)c1cc2occc2n1CC(=O)N1CCCc2ccccc21	0	2.9	1.6	-15	-11	-6	1.9	97	-4	-18	-1.5
O=C(Nc1ccc(Nc2ccccc2)cc1)c1ccc(Cl)cc1[N+](=O)[O-]	.	3.9	3.1	.	.	.	.	105	.	15	3.3
CCN(CC)CCNC(=O)c1sc2nc(-c3ccccc3)cn2c1C	5	2.7	-0.1	10	-2	-2	0.4	111	7	-10	-1.4
CCCc1cc(C(=O)N2CCCC(N3CCN(c4ccccc4C)CC3)C2)n(C)n1 (configuration not stated)	-1	0.0	-1.0	-1	13	-2	-2.5	.	0	17	1.5
CS(=O)(=O)N1CCN(c2ccc([N+](=O)[O-])c(NCc3ccc(Cl)cc3)c2)CC1	4	1.1	1.4	-24	15	-2	-3.4	101	3	-10	2.5
O=C(O)CCC(=O)c1c[nH]c2ccccc12	7	5.2	-1.2	.	10	0	-2.0	96	3	-8	2.8
CC(=O)Nc1ccc(CNC(=O)C[N+]2(C)CCOCC2)cc1	-4	-0.8	-0.2	28	6	1	-1.2	92	11	-21	2.7
O=c1ccc(-c2ccc(S(=O)(=O)NCC3CCN(Cc4ccccc4F)CC3)s2)n[nH]1	-15	5.1	0.2	-4	4	0	-0.8	106	7	13	4.8
COc1ccccc1NC(=O)C1=C(C)NC2=C(C(=O)CCC2)C1c1ccc2c(c1)OCO2 (configuration not stated)	-16	4.2	-1.6	-15	19	-6	-4.1	120	-4	229	0.5
COC(=O)c1c(/N=C/NOCc2ccc(Cl)cc2)sc2c1CCN(c1ncc(C(F)(F)F)cc1Cl)C2	-8	-1.8	0.1	6	6	3	-1.3	102	3	12	3.5
CCC(C)Sc1nc2c(c(=O)[nH]c(=O)n2C)n1C (configuration not stated)	4	1.7	-1.6	6	11	-4	-2.2	100	-10	-18	0.3
COc1ccc(OC)c(/C=C/C(=O)N(C)CC(=O)Nc2cc(C)ccc2C)c1	-18	3.1	-3.2	-9	9	0	-1.5	101	-11	-22	4.7
Cc1ccc(Cl)cc1NS(=O)(=O)c1ccc(-n2cccn2)cc1	-14	4.2	-2.3	13	-17	4	3.3	.	-8	-3	-1.6
